HTRA1 inhibitor: inhibitors of human serine peptidase HTRA1 | Q92743 | recombinant HTRA1, FP-rhodamine activity-based probe, fluorescence polarization | inhibition, % at 5.96 µM | hit rate 0.5% among 340,000; in the data active = inhibition above about 36%;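 note: 0% = enzyme with DMSO and 100% = wells lacking enzyme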
Target sequence (Q92743 whole entry, looked up): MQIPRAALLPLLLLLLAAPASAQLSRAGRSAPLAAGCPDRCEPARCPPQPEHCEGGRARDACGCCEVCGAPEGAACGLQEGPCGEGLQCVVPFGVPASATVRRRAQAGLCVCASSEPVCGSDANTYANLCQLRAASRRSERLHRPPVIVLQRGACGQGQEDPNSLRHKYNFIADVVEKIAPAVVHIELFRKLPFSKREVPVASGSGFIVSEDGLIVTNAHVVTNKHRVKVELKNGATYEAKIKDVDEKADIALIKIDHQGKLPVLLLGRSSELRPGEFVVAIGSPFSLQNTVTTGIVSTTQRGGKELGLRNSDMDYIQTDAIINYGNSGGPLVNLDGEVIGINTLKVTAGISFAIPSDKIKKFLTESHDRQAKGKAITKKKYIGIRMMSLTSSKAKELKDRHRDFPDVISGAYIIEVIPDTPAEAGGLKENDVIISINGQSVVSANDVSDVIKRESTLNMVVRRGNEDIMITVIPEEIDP
PRMT1 inh: blocks human protein arginine methyltransferase 1. inhibition, % at 2.79 µM. hit rate 1.3% among 370,000. recombinant PRMT1, activity-based probe fluorescence polarization. Q99873;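 active = inhibition above about 21% made by adding two undisclosed values, limit read from the data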
LEDGF integ inh: blocks HIV-1 LEDGF/p75-dependent DNA integration. TR-FRET IN-LEDGF/p75 DNA integration, Eu/Cy5. inhibition, % at 3.7 µM. hit rate 0.64% among 370,000;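 active = inhibition above the screen-wide mean plus 3 SD, cut at about 13% in these data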;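 note: signal is the Cy5 over europium emission ratio at 671 and 618 nm; 0% = plate median of compound wells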
TCR CD3 inh: blocks the human TCR-CD3 interaction; TAMRA-labeled TCR probe fluorescence, biochemical; inhibition, % at 9.4 µM; hit rate 0.37% among 360,000; in the data active = inhibition above about 19%;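 note: recombinant mutant TCR 2C K166C tagged with TAMRA read by polarization; 0% = receptor in buffer alone and 100% = receptor with positive control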
mABHD4 FP: ABHD4 (mouse) inhibition, primary FP screen; Q8VD66; purified mABHD4, FP-Rh probe fluorescence polarization; inhibition, % at 8.92 µM; hit rate 0.54% among 370,000; AID 720543;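 active = inhibition exceeding the mean over every tested compound plus 3 SD, cut at about 30% in these data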;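 note: 0% = plate median of compound wells and 100% = S159A mutant with DMSO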
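Assay system: mABHD4 protein; medium: HEPES pH 7.0, NaCl, Pluronic buffer; dosing: 8.92 µM, single dose; schedule: 45 min + 60 min at 25 °C; signal: FP readout, ex 525 nm / em 598 nm; read-out: normalized percent inhibition of probe labeling; repeats: single replicate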
UHRF1 binding: UHRF1 methyl-DNA binding inhibition; hit rate 0.75% among 370,000; UHRF1 binding to methylated oligo, TR-FRET; AID 687016; inhibition, % at 4.4 µM; in the data active = inhibition above about 21%;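 note: UHRF1 SRA domain binding a hemimethylated CpG hairpin DNA probe; 0% = median of test compound wells and 100% = reference inhibitor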
MBD2 inh: blocks human MBD2 binding to methylated DNA; Q9UBB5; hit rate 0.31% among 370,000; TR-FRET, MBD2 binding to methylated oligonucleotide; AID 686964; inhibition, % at 4.4 µM; in the data active = inhibition above about 13%
Target sequence (Q9UBB5 whole entry, looked up): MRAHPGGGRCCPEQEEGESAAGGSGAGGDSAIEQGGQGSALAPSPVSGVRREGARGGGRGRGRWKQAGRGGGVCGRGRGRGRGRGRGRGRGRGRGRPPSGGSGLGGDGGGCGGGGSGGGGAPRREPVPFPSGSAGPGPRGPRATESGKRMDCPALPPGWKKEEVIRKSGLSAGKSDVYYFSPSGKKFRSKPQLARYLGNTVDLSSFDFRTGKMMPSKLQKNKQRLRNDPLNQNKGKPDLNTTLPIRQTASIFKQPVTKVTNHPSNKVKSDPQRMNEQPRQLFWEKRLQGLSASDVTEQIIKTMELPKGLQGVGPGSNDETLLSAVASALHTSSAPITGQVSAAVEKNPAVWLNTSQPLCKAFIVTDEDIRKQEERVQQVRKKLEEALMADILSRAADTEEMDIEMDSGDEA
rCAG binder: r(CAG) repeat RNA binding; TO-PRO-1 dye displacement fluorescence; AID 651821; hit rate 1.3% among 370,000; inhibition, % at 3 µM;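 active = inhibition above the plate cutoff, the mean of all test compounds on that plate plus 3 SD, cut at about 35% in these data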;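 note: 0% = DMSO alone and 100% = 100 µM mitoxantrone as full dye displacement; higher means more dye released from RNA so lower well fluorescence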
Rev-erbA mod: modulates human Rev-erb alpha binding to DNA; P20393; Rev-erbα–FITC-DNA binding, fluorescence polarization, 90 min; activity, % at 10 µM; hit rate 0.79% among 370,000; AID 1259318;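 active = activity above about 14%, limit read from the data; passing the limit was not always enough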;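 note: 0% = DMSO wells with 35 nM protein and 100% = DMSO wells with 750 nM protein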
PG9 Ab binder: PG9 antibody binding by small molecule; inhibition, % at 6.7 µM; AID 624416; hit rate 0.43% among 360,000; TR-FRET gp120-PG9 antibody binding; in the data active = inhibition above about 8.5%
An asterisk follows results filed as active; x = no result given; & = joins results of further samples.

Order of values – HTRA1 inhibitor	PRMT1 inh	LEDGF integ inh	TCR CD3 inh	mABHD4 FP	UHRF1 binding	MBD2 inh	rCAG binder	Rev-erbA mod	PG9 Ab binder
- COC(=O)C1=C(c2ccccc2)C[C@@H]2CC[C@H]1N2C(=O)N1CCCCC1
  1	-2	2	-1	0	-1	-3	-11	6	0.9
- O=c1[nH]c(=O)n(CCc2ccc(F)cc2)c(O)c1C=NCCCn1ccnc1
  0	-2	2	5	6	0	-3	0	1	-0.7
- COc1cc(C(=S)N2CCOCC2)cc(OC)c1OC(=O)Cc1ccccc1
  -7	0	2	7	-3	1	1	-4	-7	-3.4
- CC[C@H]1OC(=O)C[C@@H](O)[C@H](C)[C@@H](O[C@@H]2O[C@H](C)[C@@H](O[C@H]3C[C@@](C)(O)[C@@H](O)[C@H](C)O3)[C@H](N(C)C)[C@H]2O)[C@@H](CC=O)C[C@@H](C)C(=O)/C=C/C(C)=C/[C@@H]1CO[C@@H]1O[C@H](C)[C@@H](O)[C@@H](OC)[C@H]1OC
  3	3	-5	-2	-10	3	3	1	-1&-3	-1.9
- COc1ccccc1OCCCn1cc(C=O)c2ccccc21
  -2	1	2	3	-2	0	-3	-4	4	-0.6
- COc1ccc(CC(C)Nc2cccc(F)c2)cc1 (stereo not drawn)
  -8	2	-5	6	1	0	3	-2	1	-1.0
- COc1ccccc1N1CCN(Cc2cc(C)c(C)cc2O)CC1
  -3	1	-5	6	0	-2	0	-2	-7	-0.3
- CCN(CC)C(=O)c1ccc(NC(=O)CNC(C)c2cccc3ccccc23)cc1 (stereo not drawn)
  -9	-5	-1	4	1	0	1	-11	4	-2.0
- O=S(=O)(c1cccc(C(F)(F)F)c1)N1Cc2ccccc2-n2nncc2C1
  -1	-2	-1	2	-2	-1	-6	1	-2	0.3
- CCC(=NC1CC1)c1c(O)n(C2CCCCC2)c(=O)[nH]c1=O
  4	0	2	5	1	1	2	-7	4	0.3
- Cc1ccc(-c2nc3ccccc3c(=O)n2-c2cccnc2)cc1
  1	2	4	4	2	-2	0	-1	-1	-3.1
- CSc1ccc(CN2CCN(C(=O)Cc3ccccc3)CC2)cc1
  x	-10	1	-5	12	0	0	-5	-5	-2.6
- CC(C)(C)n1c(O)c(C=Nc2ccc3c(c2)CCC3)c(=O)[nH]c1=O
  8	-2	0	-3	3	-2	-4	1	6	-1.9
- O=c1c2ccccc2nc(-c2ccoc2)n1-c1ccccc1Cl
  -4	-1	3	4	0	1	-3	1	-4	-0.1
- c1csc(CN2CCNCC2)c1
  1	6	1	0	4	2	3	-1	-1	1.8
- CC(C)=CCN1CC[C@@]2(C)c3cc(O)ccc3CC1C2C (stereo partly drawn)
  3	3	-1	-6	2	2	1	2	11	0.4
- COc1ccc(CC2(CCc3ccncc3)C(=O)NC(=O)NC2=O)c(OC)c1
  0	-1	2	1	-10	-3	2	-4	-1	-3.8
- COC(=O)C1=C(c2ccc(-c3ccccc3)c(F)c2)C[C@@H]2CC[C@H]1N2C(=O)NC1CCCCC1
  7	-4	-1	-1	-2	-1	-1	-2	-2	-1.2
- COc1c(C)cc(C(=O)C2CCCN(Cc3cccc(C)n3)C2)cc1C (stereo not drawn)
  0	0	4	9	2	-1	-1	-6	4	0.6
- CN(C)C(Cc1ccc(C#N)cc1)C(=O)c1ccccc1 (stereo not drawn)
  2	1	3	-3	1	1	9	1	-1	0.9

Laid out differently: results already given
| SMILES | HTRA1 inhibitor | PRMT1 inh | LEDGF integ inh | TCR CD3 inh | mABHD4 FP | UHRF1 binding | MBD2 inh | rCAG binder | Rev-erbA mod | PG9 Ab binder |
| --- | --- | --- | --- | --- | --- | --- | --- | --- | --- | --- |
| COc1cc(C(=S)N2CCOCC2)cc(OC)c1OC(=O)Cc1ccccc1 | -7 | 0 | 2 | 7 | -3 | 1 | 1 | -4 | -7 | -3.4 |
| CC[C@H]1OC(=O)C[C@@H](O)[C@H](C)[C@@H](O[C@@H]2O[C@H](C)[C@@H](O[C@H]3C[C@@](C)(O)[C@@H](O)[C@H](C)O3)[C@H](N(C)C)[C@H]2O)[C@@H](CC=O)C[C@@H](C)C(=O)/C=C/C(C)=C/[C@@H]1CO[C@@H]1O[C@H](C)[C@@H](O)[C@@H](OC)[C@H]1OC | 3 | 3 | -5 | -2 | -10 | 3 | 3 | 1 | -1&-3 | -1.9 |
| COc1ccccc1OCCCn1cc(C=O)c2ccccc21 | -2 | 1 | 2 | 3 | -2 | 0 | -3 | -4 | 4 | -0.6 |

(continued)
Order of values – HTRA1 inhibitor	PRMT1 inh	LEDGF integ inh	TCR CD3 inh	mABHD4 FP	UHRF1 binding	MBD2 inh	rCAG binder	Rev-erbA mod	PG9 Ab binder
- COc1ccc2c3c([nH]c2c1)[C@H](C=C(C)C)N1C(=O)[C@@H]2CCCN2C(=O)[C@@H]1C3
  x	-1	5	x	5	-2	-3	0	8	x
- CNC(C)Cc1ccccc1Sc1ccc(O)cc1 (stereo not drawn)
  0	0	-8	-8	-4	6	-3	6	-6	0.9
- Cc1nc2ccccc2c(=O)n1-c1ccc([N+](=O)[O-])cc1
  4	-3	7	0	-2	-1	2	0	-1	-1.1
- Cc1ccc(-c2nc(N(C)C3CCN(C)CC3)c3ccccc3n2)cc1
  -2	-2	1	-3	5	4	2	-4	-1	0.5
- COc1ccc(CCNCc2c(OC)ccc3ccccc23)cc1
  0	-1	5	-7	9	4	-8	7	5	-0.1
- c1ccc(-n2ccnc2)cc1
  1	-4	2	10	-12	2	-2	2	-1	-0.2
- Cc1nn(Cc2ccc(Cl)cc2Cl)c(Cl)c1C(=O)NC1CCCc2ccccc21 (stereo not drawn)
  3	-2	1	3	-3	3	0	1	3	-1.3
- OC12CCCCC1C(c1ccccc1)NCC2 (stereo not drawn)
  1	-3	2	3	0	-1	-4	0	8	-1.8
- O=C1NCN(c2ccccc2)C12CCN(C(c1ccnc3ccccc13)c1nnnn1Cc1ccccc1)CC2 (stereo not drawn)
  x	-5	-2	4	3	1	-2	4	-6	-2.4
- CCOC(=O)N(CC)c1ccc(C(O)(C(=O)OC)C(F)(F)F)cc1 (stereo not drawn)
  4	4	-2	-6	-19	6	11	-5	0	-1.1
- CC(=O)NC(Cc1ccc(N(CCCl)CCCl)cc1)C(=O)NCC(=O)NCC(=O)O (stereo not drawn)
  6	5	-3	-1	4	4	5	0	2	-0.6
- CCN(CC(=O)Nc1ccc(C#N)c(Cl)c1)CC(=O)NC(C)(C)C
  1	2	1	3	0	0	10	-6	1	0.3
- OCCOCC#CCN1CCOCC1
  2	-2	-1	6	2	-4	-2	3	1	1.1
- CN1CCN(Cc2ccccc2Sc2ccccc2)CC1
  8	1	1	-2	9	-2	3	-7	-4	-0.1
- COc1nc2ccccc2nc1N1CCN(C)CC1
  4	-3	6	3	1	-1	-8	-1	3	-3.1
- CCc1c(C(=O)NN2C(=O)C3C4CCC(O4)C3C2=O)csc1C (stereo not drawn)
  3	-2	3	-2	-9	-1	2	1	3	-1.8
- CNC(=O)Oc1ccc2ncccc2c1
  0	2	-4	12	4	-1	-2	4	2	0.2
- COc1ccc(C(=O)OC2CC3CCC(C2)[N+]3(C)[O-])cc1OC (stereo not drawn)
  0	-1	4	9	-2	-2	4	-3	4	-1.1
- O=S1(=O)N(Cc2ccc(F)cc2)CCCN1Cc1ccccc1Cl
  -21	0	-2	-1	-8	1	2	-4	2	0.7
- CC1=CC(=O)NP(=O)(Oc2ccc3ccccc3c2)N1 (stereo not drawn)
  2	-3	3	-2	5	1	1	-1	0	1.5
- CCOP(=O)(OCC)c1cccc(O)c1
  1	-1	-1	-2	-1	1	-4	0	-3	1.3
- CSCCC(c1nnnn1Cc1ccccc1)N1CCC(n2c(=O)[nH]c3ccccc32)CC1 (stereo not drawn)
  x	-2	1	1	-2	-1	-1	2	2	-1.4
- Cc1ccc2c(c1)CC1(CN2C)C(=O)NC(=O)N(C(C)C)C1=O (stereo not drawn)
  9	5	0	-8	15	-3	6	0	-1	1.1
- O=c1cccc2n1CC1CC2CN(S(=O)(=O)c2cc(Cl)ccc2Cl)C1 (stereo not drawn)
  10	2	-7	-8	0	3	4	-4	1	-0.9
- O=C(O)c1ccc(NC(=O)N2C[C@H]3C[C@@H](C2)c2cccc(=O)n2C3)cc1
  -3	5	-6	3	1	0	4	1	-6	0.9
- O=C(c1c[nH]c2ccc(S(=O)(=O)N3CCOCC3)cc2c1=O)N1CCC2(CC1)OCCO2
  -1	1	6	0	-7	4	-2	0	-8	-1.0
- C=C1C(C)C2C(Cc3ccccc3)NC(=O)C23OC(=O)/C=C/C(O)CCCC(C)C/C=C/C3C1O (stereo not drawn)
  -3	-1	-2	0	3	-1	-6	1	-3	-3.0
- O=C(NC1CC1)c1cn(Cc2ccccc2)nc1-c1ccccc1
  3	-1	1	6	-5	-4	-1	-3	-4	-0.8
- CC1=NN(c2ccccc2)C(=O)C1/C=C1\C(=O)NC(=O)N(c2ccc(C)c(C)c2)C1=O (stereo not drawn)
  1	4	-2	-8	-1	-6	-5	6	-2	0.3
- Cc1ccc(-c2nn(Cc3ccccc3)cc2C=O)cc1
  -15	-3	3	-5	-17	10	-4	0	-5	-0.7
- C[C@@H]1CN([C@@H](C)CO)C(=O)CCCn2nncc2CO[C@@H]1CN(C)C(=O)Oc1ccccc1
  9	-3	4	1	-3	-1	0	1	4	-0.2
- COc1cc2c(cc1OC)C13CCN4CC5=CCOC(CC(=O)O)C(C5CC41)C3N2 (stereo not drawn)
  3	4	0	4	11	-3	-5	5	0	-1.5
- Cn1c(C(=O)N2CCC3(CC2)OCCO3)cc2c(=O)n(C)c3ccccc3c21
  2	1	3	10	8	2	6	-3	-7	0.9
- CCN(CCNc1ccc([N+](=O)[O-])c2cccnc12)S(=O)(=O)c1ccccc1
  4	-2	-2	-2	2	0	5	0	2	0.9
- COC1=CC23CCCN2CCc2cc4c(cc2C3C1O)OCO4 (stereo not drawn)
  x	-1	-3	-1	2	43*	1	4	4	-2.1
- O=C1/C(=C/c2cccc([N+](=O)[O-])c2)N2CCC1CC2
  3	-5	4	-4	2	0	-2	-2	-4	0.2
- CCCCOC(=O)c1ccccc1C(=O)OCCCC
  3	-2	4	5	1	-2	1	-3	0&5	-1.2

An excerpt; the hit share may differ from the screen's.
